Compound activity (PubChem)
PHOSPHO1 inh: inhibitors of human PHOSPHO1 phosphatase. recombinant PHOSPHO1, absorbance phosphatase assay. Q8TCT1. inhibition, % at 13.3 µM. 290,000 compounds, 1.1% hits; in the data active = inhibition above about 60%
Target sequence (Q8TCT1 whole entry, looked up): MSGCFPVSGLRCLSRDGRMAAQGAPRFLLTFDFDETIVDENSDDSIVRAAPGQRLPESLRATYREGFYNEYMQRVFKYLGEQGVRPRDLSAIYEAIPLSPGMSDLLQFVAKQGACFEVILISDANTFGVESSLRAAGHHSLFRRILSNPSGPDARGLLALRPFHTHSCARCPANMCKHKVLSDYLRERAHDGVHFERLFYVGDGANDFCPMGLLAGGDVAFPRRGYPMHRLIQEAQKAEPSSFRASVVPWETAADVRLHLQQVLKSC
VIM-2 inh: inhibitors of Pseudomonas aeruginosa VIM-2 metallo-beta-lactamase; 290,000 compounds, 0.89% hits; AID 1527; purified VIM-2, nitrocefin hydrolysis, epi-absorbance fluorescence; inhibition, % at 5.6 µM;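 active = inhibition above the mean of all tested compounds plus 3 SD, cutoff set per screening run, cut at about 7.5% in these data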;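 note: red hydrolysis product quenches plate fluorescence so inhibitors raise well fluorescence; 0% = enzyme with DMSO and 100% = DMSO without enzyme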
IMP-1 inh: blocks Pseudomonas aeruginosa IMP-1 metallo-beta-lactamase | purified IMP-1, nitrocefin hydrolysis, epi-absorbance fluorescence | inhibition, % at 5.6 µM | 290,000 compounds, 0.45% hits | AID 1556;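 active = inhibition above the mean plus 3 SD of all compounds in the same screening run, cut at about 4.5% in these data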;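 note: 0% = IMP-1 with DMSO and 100% = DMSO wells lacking enzyme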
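Material – recombinant IMP-1 enzyme, purified · Amount – IMP-1 0.2 nM before substrate addition · Medium – HEPES buffer pH 7.1 with ZnSO4 and Brij 35 · Timing – 25 °C, 15 min preincubation, 25 min reaction · Measured by – plate fluorescence quenching by hydrolysis product, ex 480/em 530 nm · Read-out – percent enzyme inhibition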
OXTR ag: activates the human oxytocin receptor; P30559; CHO-OTR cells, Fluo-8 calcium fluorescence; normalized: DMSO 0%, oxytocin 100%; activation, % at 3 µM; 320,000 compounds, 0.32% hits;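 active = activation above the mean of all tested compounds plus 3 SD, cutoff set per screening run, cut at about 20% in these data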;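 note: peak over basal fluorescence ratio from a 100 s FLIPR kinetic read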
Target sequence (P30559 whole entry, looked up): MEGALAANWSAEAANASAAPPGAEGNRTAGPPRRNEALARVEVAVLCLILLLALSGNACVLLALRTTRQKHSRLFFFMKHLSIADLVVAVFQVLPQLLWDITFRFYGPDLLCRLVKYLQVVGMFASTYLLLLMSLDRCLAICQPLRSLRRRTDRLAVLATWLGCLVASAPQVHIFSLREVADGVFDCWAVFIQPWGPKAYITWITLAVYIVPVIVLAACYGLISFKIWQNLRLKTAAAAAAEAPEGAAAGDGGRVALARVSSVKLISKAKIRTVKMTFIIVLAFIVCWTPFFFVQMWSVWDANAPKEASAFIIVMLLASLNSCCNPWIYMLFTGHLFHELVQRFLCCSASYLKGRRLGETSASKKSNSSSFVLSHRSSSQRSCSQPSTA
GalR3 antagonist: antagonists of human GalR3; HEK293 GalR3-CNG cAMP membrane potential fluorescence; galR3 body fused to GalR1 C-terminus; inhibition, % at 3 µM; 360,000 compounds, 0.44% hits;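 active = inhibition above the screen-wide average plus 3 SD, cut at about 13% in these data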;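 note: forskolin and galanin both at EC90 stimulate the cells; cAMP rise reported by CNG channel membrane potential dye signal; 0% = forskolin plus galanin with DMSO and 100% = forskolin alone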
GPR7 antagonist: blocks human GPR7 receptor signaling; P48145; inhibition, % at 4.4 µM; 290,000 compounds, 1.1% hits; GPR7-expressing cells, fluorescence antagonist assay; in the data active = inhibition above about 16%, passing the limit was not always enough;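 note: cells stimulated with the agonist NPW; 0% = agonist with vehicle and 100% = vehicle without agonist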
Target sequence (P48145 whole entry, looked up): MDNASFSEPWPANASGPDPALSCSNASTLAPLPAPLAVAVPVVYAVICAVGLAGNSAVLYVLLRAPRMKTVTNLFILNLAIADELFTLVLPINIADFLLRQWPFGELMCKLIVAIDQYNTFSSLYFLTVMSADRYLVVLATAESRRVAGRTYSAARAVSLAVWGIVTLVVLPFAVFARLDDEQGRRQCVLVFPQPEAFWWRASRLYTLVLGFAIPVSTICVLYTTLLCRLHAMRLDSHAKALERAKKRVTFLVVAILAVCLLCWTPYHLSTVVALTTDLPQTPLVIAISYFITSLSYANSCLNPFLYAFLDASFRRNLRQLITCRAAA
V1aR counter: counter-screen for oxytocin receptor agonists: human V1a receptor agonists; P37288; CHO-V1R cells, Fluo-8 calcium fluorescence, agonist mode; 0% DMSO, 100% 3 nM vasopressin; activation, % at 3 µM; 320,000 compounds, 0.25% hits;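 active = activation above the mean activation of all tested compounds plus 3 SD, per screening run, cut at about 20% in these data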;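 note: signal is peak over basal fluorescence ratio across a 100 second FLIPR read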
FID counter: counter-screen for HCV NS3 helicase inhibitors: DNA intercalator displacement; DNA fluorescent intercalator displacement, fluorescence; inhibition, % at 7.9 µM; 290,000 compounds, 0.17% hits; AID 1845; in the data active = inhibition above about 37%;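 note: 0% = vehicle and 100% = reference compound; higher means more ethidium bromide displaced from hairpin DNA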
NS3 helicase inh: inhibitors of Hepatitis C virus NS3 helicase. inhibition, % at 10.9 µM. AID 1800. NS3 helicase DNA unwinding, Cy5 molecular beacon fluorescence. 290,000 compounds, 0.56% hits;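 active = inhibition above the mean of all tested compounds plus 3 SD, set per campaign, cut at about 35% in these data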;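 note: 0% = DMSO wells and 100% = thioflavine S control wells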
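Assay system: hepatitis C virus NS3 helicase domain fragment enzyme. Also added: annealed dual-labelled DNA beacon duplex, ATP-started. Timing: 1 h reaction at 25 °C, ATP-initiated. Technique: Cy5 fluorescence at 0 and 60 min, beacon hairpin quenching. Evaluation: % inhibition of unwinding. Replication: one well per compound.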
An asterisk follows results filed as active; · = not tested or not shown.

Screens in order: PHOSPHO1 inh	VIM-2 inh	IMP-1 inh	OXTR ag	GalR3 antagonist	GPR7 antagonist	V1aR counter	FID counter	NS3 helicase inh
> CN(C)S(=O)(=O)c1ccc2c(c1)c(=O)c(C(=O)N1CCN(c3ccccn3)CC1)cn2C
  15.2	-0.1	-2.4	0.9	-0.8	-2.3	0.7	-11.9	-2.5
> O=C(Nc1c(C(=O)N2CCCC2)cnn1-c1ccccc1)c1cccc(F)c1
  -32.2	-2.4	-5.4	0.0	-3.8	-9.8	-0.5	-11.2	2.0
> CCOC(=O)c1c(NC(=O)CSc2nnnn2-c2ccccc2)sc2c1CCC(C)C2 (stereo not given)
  9.1	-3.0	-3.7	-0.2	1.4	-0.5	-0.1	-0.5	2.5
> C/C(=C\c1ccccc1)CN1CCN(C)CC1
  14.9	-0.1	-0.9	0.8	-8.8	0.9	0.2	5.9	-4.6
> COCCn1c(CN2CCN(c3cccc(Cl)c3)CC2)nc2c1c(=O)n(C)c(=O)n2C
  10.8	-6.2	-3.0	-0.9	·	-9.8	1.7	-39.6	8.6
> COC(=O)c1ccccc1NC(=O)CSCC(=O)Nc1ccccc1
  47.3	-1.7	-8.0	0.7	-3.0	-11.3	-0.3	-11.9	-1.3
> CCCc1cc(=O)[nH]c(SCC(=O)Nc2ccc(C)cc2)n1
  -68.4	-2.7	-0.3	-0.3	-2.1	-5.3	0.5	-6.8	-2.5
> O=C(/C=C/c1ccccc1F)c1ccoc1
  15.9	-0.5	-0.8	-3.0	-3.1	0.8	-0.6	0.8	-4.3
> COc1ccc(S(=O)(=O)Cc2ccc(C(=O)NCc3ccc(F)cc3)o2)cc1
  -4.4	1.1	-1.7	·	·	-4.0	·	-12.6	-4.7
> CCCCCOc1ccc(C(C)(O)C(CN2CCOCC2)c2ccccc2)cc1 (stereo not given)
  14.1	-3.8	-1.6	-1.9	-10.8	-1.2	-1.0	-10.9	-38.1
> O=S(=O)(NCc1cc(-c2ccccc2Cl)no1)c1ccc(Cl)cc1
  -17.6	-4.2	-2.8	-0.3	-2.4	-15.9	1.5	-10.6	-5.2
> CC(C)(C)C1CCc2nc(NC(=O)Cc3cn4ccsc4n3)sc2C1 (stereo not given)
  -38.9	-3.2	-1.8	-0.7	-0.1	2.6	-0.5	-14.0	-8.5
> COc1ccc(NC(=O)C(c2ccc(OC)cc2)N(C)C(=O)c2cnccn2)cc1 (stereo not given)
  -18.5	-0.7	-1.9	-0.3	-0.9	-3.5	1.1	-12.4	4.6
> O=C(CSc1cn(CCNC(=O)c2c(F)cccc2F)c2ccccc12)NCC1CCCO1 (stereo not given)
  22.6	-0.9	-0.2	0.1	-1.9	-8.3	3.6	-24.8	-5.2
> COc1ccc(OC)c(CNC(=O)CCc2cn(C)c3ccccc23)c1
  28.3	-3.3	-2.9	-1.1	-11.0	-0.5	-1.3	-23.1	7.3
> COC(=O)c1[nH]c2ccc(Br)cc2c1NC(=O)CN1CCCc2ccccc21
  28.4	3.2	-0.6	0.3	-3.7	-13.6	-0.5	-1.4	-26.2
> COc1ccc(Cl)cc1-n1c(=S)sc2c(=O)[nH]c(SCC(=O)NCC3CCCO3)nc21 (stereo not given)
  32.7	0.4	-1.6	-1.3	-6.0	-2.7	-0.7	-32.7	11.8
> N#Cc1nc(-c2ccc(Cl)cc2)oc1NCCc1ccccn1
  -13.8	-1.6	-1.8	0.9	-3.7	-4.5	0.0	-4.3	8.5
> Cc1cc(C)c2[nH]c(=O)c(C(c3nnnn3Cc3ccc4c(c3)OCO4)N3CCC(C)CC3)cc2c1 (stereo not given)
  -3.5	-3.7	-3.9	0.5	-2.4	-8.0	2.9	-11.8	-0.4
> Cc1cc(-c2ccc(Cl)cc2)n2nc(C)cc2n1
  ·	0.2	-1.8	-2.9	-9.5	-17.5	-2.0	-14.4	-1.8
> CCOc1ccc(CCNC(=O)c2sc3nc4n(c(=O)c3c2C)CCC4)cc1
  22.4	-0.5	-0.6	2.1	-6.7	-3.6	5.1	-30.6	4.1
> Cc1cc(NC(=O)CC(C)C)c(=O)n(Cc2ccccc2F)c1
  20.1	-0.9	-7.0	-2.0	0.2	-7.7	-1.1	-21.7	2.7
> O=c1c(-c2nnc(SCc3ccc(Cl)cc3)o2)cccn1Cc1ccccc1
  28.3	-4.7	-2.5	0.0	-4.4	-13.9	1.6	-13.7	-6.4
> CCOC(=O)C(=CNc1ccc(N2CCOCC2)cc1)C(=O)OCC
  7.2	-2.2	-2.6	-1.6	-7.4	-13.1	0.1	-23.3	9.2
> CC(C(=O)N(C)C)N(C#N)c1nc(N(C)C)nc(N(C)C)n1 (stereo not given)
  1.7	-2.4	-5.2	-1.4	-0.5	-12.2	0.4	-6.1	-2.8
> O=c1[nH]cnc2c1sc1nc(-c3ccccc3)c3c(c12)CCCC3
  13.4	-3.1	-1.1	-0.7	-5.8	-2.4	0.0	4.0	0.0
> O=C(CNS(=O)(=O)c1ccc2ccccc2c1)OCc1csc(-c2ccccc2)n1
  -6.0	-1.5	-2.4	-0.4	-3.1	2.9	0.5	-18.5	8.9
> O=C(NNC(=O)c1ncc(Cl)c(Cl)c1Cl)c1ccc(F)cc1
  32.6	-2.4	-1.5	-0.8	-2.6	7.2	2.0	-6.5	4.5
> Cn1nnnc1SCC(=O)NC1CCCc2ccccc21 (stereo not given)
  8.4	-3.1	-3.6	0.3	-5.2	-15.4	-0.4	0.1	7.7
> CCOc1ccccc1C(=O)Nc1cc(C)ccc1NC(=O)c1ccco1
  41.8	-1.1	-2.9	-1.4	-3.8	-1.4	1.2	-30.2	3.4
> CC(C)OC(=O)c1cc(Cl)c(=O)n(Cc2ccc(Cl)cc2Cl)c1
  32.7	-3.1	-3.9	-0.7	-10.6	17.3	0.1	-25.4	-3.1
> O=C(NCc1ccc2c(c1)OCO2)c1cc(-c2cc(Cl)ccc2O)n[nH]1
  29.8	-2.8	-1.9	4.4	-3.6	-5.1	3.5	-10.0	-2.6
> C=C(C)COc1ccc(-c2nc(N)nc(C(F)(F)F)c2-c2ccc(OC)cc2)c(O)c1
  9.3	-2.1	-1.1	-1.3	-9.8	-22.7	0.0	-9.4	-24.3
> O=c1cc(-c2ccccc2)nc2c(-c3ccccc3)c(C(F)(F)F)[nH]n12
  29.0	-2.9	-2.1	-2.8	-2.6	-20.8	-0.6	-13.5	29.1
> Cc1ccccc1N1C(=O)C(Cl)=C(N2CCN(c3ccccc3)CC2)C1=O
  3.6	-2.8	-1.3	-1.2	-0.3	-9.4	-0.5	-7.9	-4.6
> COc1cc(/C=N/NC(=O)CCc2c(C)n[nH]c2C)cc(OC)c1OC
  1.9	-2.9	-2.9	-0.1	7.9	-0.7	-1.1	-12.8	2.5
> COc1ccc(C(=O)C2CCCN(C(=O)c3cccs3)C2)cc1F (stereo not given)
  35.3	-2.3	-2.4	-1.4	1.8	-8.7	0.3	-12.1	-1.2
> CCc1ccc(OC)c(S(=O)(=O)NCCOc2ccccc2)c1
  6.3	-1.8	-0.6	0.6	-9.6	-13.6	-0.5	-23.6	-3.9
> Nc1nc(-c2ccccc2)c(N=Nc2ccccc2Cl)s1
  -17.6	-5.2	-5.9	-2.0	-5.9	-7.1	-0.8	20.9	-20.0
> Cc1oc(C(=O)O)cc1COc1cccc2ccccc12
  ·	-0.7	-2.6	0.9	-9.3	5.9	1.2	-21.5	23.4
> CNC(=O)c1[nH]cnc1C(=O)Nc1ccccn1
  23.4	-3.7	-1.1	3.1	0.2	-10.3	43.3*	-0.3	0.7
> COc1cc(C(=O)Nc2nnc(CC(C)C)s2)c([N+](=O)[O-])cc1OC
  38.5	-3.2	-3.5	0.9	-3.5	-9.0	2.8	-7.7	12.4
> Cc1ccccc1NC(=O)CCC(=O)N/N=C/c1cccnc1
  27.6	-3.1	-2.5	0.2	3.7	-6.5	-0.2	-0.5	14.1
> CC1=C(C(=O)OC(C)C)C(c2cccs2)NC(=O)N1 (stereo not given)
  37.9	-4.4	-4.1	0.6	-5.7	-17.0	-0.2	-4.5	7.6
> CCOC(=O)c1c(NC(=O)CSc2nnc(-c3cccc(C)c3)n2CC)sc(C(C)=O)c1C
  -15.0	-6.3	-2.2	0.3	-2.5	-9.4	0.1	-28.9	0.2

Record cards (already shown). Order of screens: PHOSPHO1 inh, VIM-2 inh, IMP-1 inh, OXTR ag, GalR3 antagonist, GPR7 antagonist, V1aR counter, FID counter, NS3 helicase inh
CCOC(=O)c1c(NC(=O)CSc2nnc(-c3cccc(C)c3)n2CC)sc(C(C)=O)c1C as listed: -15.0, -6.3, -2.2, 0.3, -2.5, -9.4, 0.1, -28.9, 0.2
CC(C)(C)C1CCc2nc(NC(=O)Cc3cn4ccsc4n3)sc2C1 (stereo not given) as listed: -38.9, -3.2, -1.8, -0.7, -0.1, 2.6, -0.5, -14.0, -8.5

(more compounds)
Screens in order: PHOSPHO1 inh	VIM-2 inh	IMP-1 inh	OXTR ag	GalR3 antagonist	GPR7 antagonist	V1aR counter	FID counter	NS3 helicase inh
> CCC(C)NS(=O)(=O)c1cc2c3c(c1)CCN3C(=O)CC2 (stereo not given)
  59.8	-1.4	-1.7	0.0	4.9	5.7	0.6	-3.5	1.3
> Cc1cc(C)c(NC(=O)CS(=O)CC(=O)Nc2ccc(F)cc2F)c(C)c1 (stereo not given)
  0.1	-3.7	-3.4	-0.9	-4.5	1.5	0.6	-0.9	-5.6
> O=C(CC1CCCCC1)OCn1nnc2ccccc2c1=O
  9.4	-2.4	-2.4	-1.7	-7.4	-12.2	-1.5	-13.8	-4.6
> Cc1[nH]c2ccccc2c1NC(=O)CN1CCN(Cc2ccc3c(c2)OCO3)CC1
  97.1*	-1.4	0.2	·	·	-14.3	·	-2.1	0.9
> COc1ccc(-c2csc(N(CCCN(C)C)C(=O)c3cc(OC)c(OC)c(OC)c3)n2)cc1
  29.0	-1.2	-3.0	2.7	-6.8	-10.6	1.1	17.7	-31.9
> CCOC(=O)c1sc(N)nc1-c1ccccc1
  -4.7	-4.3	-1.0	-1.5	-0.6	-2.4	0.3	-5.0	1.7
> CCCN1CCC(=O)N(CCO)CC1
  -1.7	-1.1	-1.5	1.2	4.1	2.6	-0.4	1.8	-20.6
> COc1ccc(OC)c(CNS(=O)(=O)c2cc(CN3C(=O)c4cccnc4C3=O)ccc2OC)c1
  36.8	-0.7	-2.9	2.1	1.7	-12.8	3.6	-35.4	-12.2
> COc1ccc(-n2c(C)n[nH]c2=O)cc1OC
  -12.0	-0.4	-1.1	-0.3	-2.9	-14.0	0.8	1.6	-0.3
> CC(NC(=O)c1cccs1)c1n[nH]c(=S)n1C (stereo not given)
  -0.3	-3.6	-1.6	-1.6	-4.8	-9.8	-0.5	-1.4	0.6
> COc1ccc(C2=NS(=O)(=O)N(C)C(C(=O)NC3CCCC3)=C2)cc1OC
  38.6	-2.4	-2.8	-0.5	·	5.1	-0.3	-13.2	-6.2
> CC(NS(=O)(=O)c1cccc(S(=O)(=O)c2ccccc2)c1)C(=O)O (stereo not given)
  -7.5	1.9	-1.8	0.5	-1.4	-1.5	0.4	-2.3	-3.8
> Cn1c(=O)c2c(n(C)c1=O)=NC1(CCCCC1)N=2
  -24.6	-3.2	-5.3	0.1	-3.3	-15.0	0.6	-0.6	-3.0
